Lipid storage S3: qHTS Assay for Lipid Storage Modulators in Drosophila S3 Cells; Potency in µM for hits, for the others lipid storage change, negative = inhibition, % at the top dose, mostly 46.1 µM; Drosophila S3 cells, BODIPY lipid droplet fluorescence, 18-24 h; cells fed with added oleic acid; 0.64% of 320,000 active; active = well fitted inhibition curve with a large enough effect in the signal ratio, with a control signal flat, not every such curve was filed as active; inconclusive = small, poorly fitted or top-dose-only effect, or effect the other way, or a change in a side signal; the % refers to the signal ratio
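Drosophila S3 cells loaded with oleic acid (400 uM, as added) and compounds at several concentrations; lipid droplets imaged by 488-nm laser-scanning cytometry, 500–530 nm intensity and object ratio to cell channel. Percent activity normalized to 20 uM Triacsin C.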
Lipid storage S3 cell count max: also measured in Lipid storage S3; calls as there; cell number change, %; measured here: cell count max response;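 cells counted by Cell Tracker Red CMTPX staining in the red channel; peak over a dose series mostly up to 46.1 µM; percent activity relative to internal control wells on each plate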
The depositor's hits bear a star; i = inactive; ? = inconclusive; . = no result given. % is scaled to controls: 0 for no effect and ±100 for the full control effect; potency is read from the fitted curve at half-maximal effect. These rows are one share of the data; the hit share may differ from the screen's.

Preview (7 entries):
SMILES	Lipid storage S3	Lipid storage S3 cell count max
Cn1nc(-c2ccccc2)nc1-c1ccccc1	?	.
Oc1cccc(/C=C/c2ccc3cccc(O)c3n2)c1	?	.
Oc1cccc(N2Cc3ccccc3C2)c1	-3%	-1
CC(=O)/C(C#N)=C1\NC(=O)C(Cc2ccc(C)c(C)c2)S1 (stereo not given)	12%	20
CCOc1ccc(NC(=O)C[n+]2ccc(N(C)C)cc2)cc1	1%	-8
Cc1cccc(NC(=O)CSCC(=O)Nc2cc(Cl)ccc2N2CCN(C)CC2)c1	?	.
O=c1c2ccccc2nc(-c2cccs2)n1-c1ccc2ccccc2c1	?	.

Main list, previewed entries included:
SMILES	Lipid storage S3	Lipid storage S3 cell count max
Cn1nc(-c2ccccc2)nc1-c1ccccc1	?	.
Oc1cccc(/C=C/c2ccc3cccc(O)c3n2)c1	?	.
Oc1cccc(N2Cc3ccccc3C2)c1	-3%	-1
CC(=O)/C(C#N)=C1\NC(=O)C(Cc2ccc(C)c(C)c2)S1 (stereo not given)	12%	20
CCOc1ccc(NC(=O)C[n+]2ccc(N(C)C)cc2)cc1	1%	-8
Cc1cccc(NC(=O)CSCC(=O)Nc2cc(Cl)ccc2N2CCN(C)CC2)c1	?	.
O=c1c2ccccc2nc(-c2cccs2)n1-c1ccc2ccccc2c1	?	.
O=C(CSc1nnc(NC(=O)C2CCC2)s1)Nc1ccccc1F	?	.
CC1(C)CC(=O)c2sc(NS(=O)(=O)c3ccc(Cl)cc3)nc2C1	?	.
CSCCOC(=O)COc1ccc(/C=N/NC(=O)c2c(Cl)cnn2C)cc1	9%	5
COCCN(C(=O)CC1C(=O)NCCN1CC(c1ccccc1)c1ccccc1)C(C)C (stereo not given)	?	.
COc1ccc2c(c1OC)C(=O)N1c3ccccc3C(=O)N(c3ccccc3)C21 (stereo not given)	?	.
CCOC(=O)N1CCN(C(=O)CN(c2ccc(C)c(C)c2)S(=O)(=O)c2ccccc2)CC1	?	.
CC(C)(CO)Nc1ncnc2onc(-c3ccc(F)cc3)c12	-6%	1
CCC(C)NC(=O)c1ccccc1NS(=O)(=O)c1ccc(OC)c(OC)c1 (stereo not given)	?	.

Some of the entries so far, in CSV form.
canonical_smiles,Lipid storage S3,Lipid storage S3 cell count max
CCOc1ccc(NC(=O)C[n+]2ccc(N(C)C)cc2)cc1,1%,-8
Cc1cccc(NC(=O)CSCC(=O)Nc2cc(Cl)ccc2N2CCN(C)CC2)c1,?,.

Compound profiles, from the list above:
CCOC(=O)N1CCN(C(=O)CN(c2ccc(C)c(C)c2)S(=O)(=O)c2ccccc2)CC1 is listed with Lipid storage S3 = ?; Lipid storage S3 cell count max = .
COCCN(C(=O)CC1C(=O)NCCN1CC(c1ccccc1)c1ccccc1)C(C)C (stereo not given) is listed with Lipid storage S3 = ?; Lipid storage S3 cell count max = .
Cn1nc(-c2ccccc2)nc1-c1ccccc1 is listed with Lipid storage S3 = ?; Lipid storage S3 cell count max = .

(further entries)
SMILES	Lipid storage S3	Lipid storage S3 cell count max
COC(=O)c1cnc(SCC(=O)c2ccccc2)n1C	i	.
Cc1nnc(NC(=O)CSc2ncnc3c2cnn3-c2ccccc2C)s1	-7%	22
Cc1cc(=O)oc2cc(OCC(=O)NC3CCN(Cc4ccccc4)CC3)c(Cl)cc12	?	.
Cc1onc(-c2c(F)cccc2Cl)c1C(=O)NC(=S)Nc1c(C)n(C)n(-c2ccccc2)c1=O	?	.
O=C(C[n+]1ccccc1)N/N=C/c1ccccc1F	-1%	-4
CCOc1cc(C#N)ccc1OCC(=O)NNC(=O)CC1CCS(=O)(=O)C1 (stereo not given)	?	.
O=c1oc2ccc([N+](=O)[O-])cc2c(N2CCOCC2)c1[N+](=O)[O-]	?	.
CCOc1ccccc1NC(=O)CC1Nc2ccccc2NC1=O (stereo not given)	?	.
Cc1cc(CNC(=O)C(C)Cc2ccccc2)nn1C (stereo not given)	?	.
O=[N+]([O-])c1ncccc1OCc1ccccc1Br	i	12
Cc1ccc(C)c(C(=O)N(Cc2nc(-c3ccc(Cl)cc3)no2)C(C)C)c1	?	.
COc1ccc2cc(CCNC(=O)c3cc4ccccc4o3)c(=O)[nH]c2c1	-1%	15
COc1ccc(S(N)(=O)=O)cc1C(=O)NCCCN1CCN(c2ccc(C)cc2)CC1	-20%	0
CN(C)c1ccc(Nc2cc(Cl)ncn2)cc1	?	.
NCCCC[C@@H](C(=O)NCCCCCCCCCCC(=O)N1CCNCC1)n1cc(CCCC(=O)O)nn1	?	.
Cc1ccc(C(=O)N2CCN(S(=O)(=O)c3ccc(C)c([N+](=O)[O-])c3)C2)cc1	?	.
Cc1cc(NS(=O)(=O)c2ccc(NC(=O)COc3ccccc3Cl)cc2)no1	i	-6
Cn1c(=O)c2c(nc(NCCCO)n2CCc2ccccc2)n(C)c1=O	-18%	-22
Cc1ccc(NC(=O)COC(=O)c2ccccc2-c2nc3ccccc3s2)c(C)c1	?	.
COc1cccc(CNC(=O)CCC2CCCN(C(=O)c3ccccc3N(C)C)C2)c1 (stereo not given)	?	.
COc1cc(C(=O)NNC(=O)c2ccccc2OCc2c(C)noc2C)cc(OC)c1OC	?	.
Cc1nn(C)c(C)c1CN(C)C(=O)c1cc2n(n1)C(C(F)(F)F)CC(c1cccs1)N2 (stereo not given)	-2%	8
O=C(Cn1cnc2c(nnn2Cc2ccc(F)cc2)c1=O)Nc1ccccc1	?	.
CCOC(=O)c1ccccc1NC(=O)COC(=O)C(Cc1c[nH]c2ccccc12)NC(C)=O (stereo not given)	?	.
CN(C)C(/C=C/Nc1cccc(Br)c1)=C(C#N)C#N	9%	4
CCOC(=O)c1sc(NC(=O)C(C)(C)C)cc1C	i	-25
CSc1nnc(-c2ccc(S(=O)(=O)N3CCOCC3)cc2)n1CC1CCCO1 (stereo not given)	i	5
O=C(NNC(=O)c1sc2cccc(Cl)c2c1Cl)NC1CCCCC1	-24%	-28
CC(C)c1ccc(OCC(=O)Nc2cccc(C(=O)Nc3ccccc3C(=O)O)c2)cc1	?	.
CCOC(=O)c1c(C)n(C)c2ccc(OCC(O)CNC(CC)CO)cc12 (stereo not given)	-1%	-18
CN1CCN(C(=O)C2=C[C@H](c3ccc(C(F)(F)F)cc3)C[C@H](OCc3ccc(CO)cc3)O2)CC1	-7%	-24
COc1ccc(OC)c(N(CC(=O)N2CCC(C)CC2)S(=O)(=O)c2ccc(OC)c(OC)c2)c1	?	.
O=C(Nc1ccccc1F)c1ccc2ncsc2c1	?	.
Cc1ccccc1N(Cc1nnc2n1CCCCC2)C(=O)Nc1ccccc1	?	.
COc1c2c(c(C)c3c1C(=O)OC3)O[C@@]1(C)CC[C@@]3(O)C(C)(C)OC(=O)CC[C@]3(C)[C@H]1C2	-1%	0
CSc1nnc(-c2ccco2)c(-c2ccco2)n1	i	-12
CCOc1cc(/C=C2/SC(=S)N(C)C2=O)ccc1Oc1ccc([N+](=O)[O-])cc1[N+](=O)[O-]	?	.
COc1ccc(N(CC(=O)NCCSCc2ccccc2Cl)S(C)(=O)=O)cc1Cl	?	.
COCC(=O)Nc1cc(C(=O)Nc2ccccc2)ccc1Cl	20%	0
Cc1ccc(C(=O)Nc2ccon2)cc1S(=O)(=O)N1CCCCCC1	-6%	-17
CCC(=O)Nc1cc(-c2nc3ncccc3o2)ccc1Cl	?	.
COc1ccc(CCNC(=O)NCCc2c[nH]c3ccccc23)cc1OC	?	.
CCCc1nc2sc(C(=O)OCC)c(N)c2c2c1COC(C)(C)C2	?	.
Cc1cc(C)cc(NC(=O)COC(=O)c2cccc(S(=O)(=O)N3CCCCC3)c2)c1	-22%	-6
COc1ccc(Cl)cc1NC(=S)N1CCCCCC1	?	.
CC(C)CN1C(Nc2ccccc2)=NC[C@@H]1C	?	.
COc1ccc(S(=O)(=O)Nc2ccc(S(=O)(=O)N3CCCCC3)cc2)cc1OC	i	.
Cc1ccccc1S(=O)(=O)c1cc(C#N)c(=O)[nH]c1N	?	.
COc1ccccc1OCCn1cc(C(=O)O)c2ccccc21	i	3
Cc1ccc(SCC(=O)OCC(=O)N(C)CC(=O)Nc2ccc(F)cc2)cc1C	?	.
COc1cc2c(cc1NC(=O)c1ccc(C(C)(C)C)cc1)CCCC2	16µM*	-19*
CCOc1ccc(NC(=O)CSc2nnc(C3CC3)n2C2CC2)cc1	?	.
CC(=C1C(=O)c2ccccc2C1=O)N1CCN(c2ccc(F)cc2)CC1	?	.
CC(OC(=O)CCc1nc2ccccc2[nH]c1=O)c1ccccc1 (stereo not given)	?	.
CC1Cc2cc(S(=O)(=O)N3CCN(c4ccc(Cl)cc4)CC3)ccc2N1C(=O)C1CC1 (stereo not given)	?	.
O=C(CCN1C(=O)/C(=C/c2ccc(F)cc2)SC1=S)Nc1cccnc1	?	.
O=C(CSc1ncnc2scc(-c3ccccc3)c12)N1CCN(c2ccccc2F)CC1	?	.
COc1cc(NC(=O)C2CCN(S(=O)(=O)c3cccs3)CC2)cc(OC)c1	?	.
COc1ccc(OC)c(C2C(C#N)=C(N)N(N(C)C)C3=C2C(=O)CC(C)(C)C3)c1 (stereo not given)	-1%	6
O=C(Cc1ccccc1)Nc1cccc(N2CCCC2)c1	i	.

(cont.)
SMILES	Lipid storage S3	Lipid storage S3 cell count max
Cn1cc(Cl)nc1C(O)c1ccccc1 (stereo not given)	7%	3
Cc1ccc2oc(Nc3nc(C)cc(C)n3)nc2c1	?	.
CCOC(=O)c1c(C)n(C)c2ccc(OCC(O)CN(CC)CC)cc12 (stereo not given)	?	.
CCC1(c2ccccc2)NC(=O)N(CC(=O)Nc2ccccc2C(=O)NC2CC2)C1=O (stereo not given)	?	.
COc1ccc(C(=O)C[n+]2cc(-c3ccc(OC)cc3)n3c2CCCC3)cc1	?	5
CC(=O)Nc1ccc(NC(=O)COC(=O)c2c(-c3ccccc3)noc2C)cc1	3%	-15
CCN(CC)c1ncc(C)c(=O)[nH]1	?	.
CCOc1ccc(CN2CCNC(=O)C2CC(=O)NCCCC2CCCC2)cc1 (stereo not given)	-12%	.
O=C(NCc1ccccc1)c1ccc(C2SCC(=O)N2Cc2ccccc2)cc1 (stereo not given)	-24%	-23
CCC/C=C(\CCC)C(NC(=O)OCC(C)C)c1ccc(C(=O)OC)cc1 (stereo not given)	?	.
COc1cccc(N2C(=O)CC(NNC(=O)c3cccs3)C2=O)c1 (stereo not given)	?	.
COc1ccc(Cl)cc1-c1nc(SCC(=O)NC2CC2)n[nH]1	?	.
CC1Sc2ccc(S(=O)(=O)CCC(=O)NC3CCCCC3C)cc2NC1=O (stereo not given)	i	7
Cc1nc(SCC(=O)N2CC(C)OC(C)C2)nc(C)c1C (stereo not given)	5%	0
O=C(Nc1ccccc1)N1CCC(C(=O)N(Cc2ccco2)Cc2cccs2)CC1	?	.
Cc1cc(N2C(=O)C(=O)/C(=C(/O)c3ccc(F)cc3)C2c2ccc(Cl)cc2)no1 (stereo not given)	?	.
Cn1cccc1C(=O)NC(=O)COC(=O)c1ccccc1O	i	8
Cc1nnc(NC(=O)c2ccc(-c3cccc(C(F)(F)F)c3)o2)s1	?	.
CN1CCC(NC(=O)CCc2ccccc2)CC1	23%	6
O=S(=O)(N1CCCCCC1)N1CCNCC1	?	.
Cc1ccc2nsnc2c1S(=O)(=O)N1CCN(CCc2ccccc2)CC1	?	.
Cc1cnc(C(=O)OCC(=O)NC(C)C)cn1	-1%	6
Cc1ccnc(NC(=O)CNC(=O)c2ccccc2)c1	i	.
OC(COc1ccc(Cl)cc1Cl)Cn1ccnc1 (stereo not given)	13%	0
COc1ccc(NC(=O)c2sc3cc(C(F)(F)F)cnc3c2-c2cccs2)cc1	-1%	19
CCOc1ccc(C2/C(=C(\O)c3c(C)[nH]c(C(=O)OC)c3C)C(=O)C(=O)N2CCN(C)C)cc1 (stereo not given)	7%	0
CCOC(=O)C1=NOC(CNC(=O)c2ccccc2Cl)C1 (stereo not given)	9%	3
Cc1[nH]nc(N=Cc2c(O)n(C)c(=O)n(C)c2=O)c1-c1ccccc1	21%	-10
COCCNC(=O)c1ccc2c(c1)nc(C)n2-c1cccc(Cl)c1	?	.
Cc1ccc(NS(=O)(=O)c2cc(C(N)=O)ccc2C)cc1	?	.

3 consecutive records out of the list so far, quoted:
SMILES	Lipid storage S3	Lipid storage S3 cell count max
Cc1cc(N2C(=O)C(=O)/C(=C(/O)c3ccc(F)cc3)C2c2ccc(Cl)cc2)no1 (stereo not given)	?	.
Cn1cccc1C(=O)NC(=O)COC(=O)c1ccccc1O	i	8
Cc1nnc(NC(=O)c2ccc(-c3cccc(C(F)(F)F)c3)o2)s1	?	.

More entries:
SMILES	Lipid storage S3	Lipid storage S3 cell count max
Cc1nc2ccccc2nc1NS(=O)(=O)c1ccc(N)cc1	2%	13
COc1cc(C(=O)NCC(=O)OCC(=O)Nc2ncc(Cl)cc2Cl)cc(OC)c1OC	19%	.
CCOC(=O)C1(CC2CCCCO2)CCN(Cc2c(C)cc(C)cc2-n2cccn2)CC1 (stereo not given)	2%	3
Cc1ccc(OCC(=O)O/N=C(\N)c2ccccn2)cc1	13%	15
O=C(Nc1ccccc1N1CCCC1)C1CCCO1 (stereo not given)	?	.
COc1ccc(NC(=O)Nc2c(C)n(C)n(-c3ccccc3)c2=O)cc1	-7%	-13
O=C(CCN1C(=O)/C(=C\c2ccccc2)SC1=S)NNC(=O)c1cccnc1	5%	-4
CCOC(=O)c1[nH]c(C)c(C(=O)N(C)C)c1C	?	.

Screening data (PubChem)
